Screens: PubChem, several laboratories
CDK5 p35 inh – blocks human CDK5/p35 kinase activity. Recombinant CDK5/p35, ADP-Glo luminescence, 60 min. inhibition, % at 10 µM. hit rate 0.01% among 330,000. AID 488839;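 active = highest replicate inhibition of at least 50% and at least 75% of replicates reaching 50%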;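 note: plate controls were DMSO neutral control for no effect and GW8510 at 10 µM for full effect; many of its hits are not listed in these tables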
Target sequence (Q00535 whole entry, looked up): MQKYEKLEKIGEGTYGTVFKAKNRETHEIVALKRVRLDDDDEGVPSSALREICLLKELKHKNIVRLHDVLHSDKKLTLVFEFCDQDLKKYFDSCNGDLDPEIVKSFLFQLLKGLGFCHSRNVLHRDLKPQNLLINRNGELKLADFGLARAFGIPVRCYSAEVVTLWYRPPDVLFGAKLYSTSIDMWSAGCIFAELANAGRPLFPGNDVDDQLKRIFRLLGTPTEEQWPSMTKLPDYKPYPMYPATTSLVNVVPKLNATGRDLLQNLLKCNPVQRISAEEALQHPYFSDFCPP
Target sequence (Q15078 whole entry, looked up): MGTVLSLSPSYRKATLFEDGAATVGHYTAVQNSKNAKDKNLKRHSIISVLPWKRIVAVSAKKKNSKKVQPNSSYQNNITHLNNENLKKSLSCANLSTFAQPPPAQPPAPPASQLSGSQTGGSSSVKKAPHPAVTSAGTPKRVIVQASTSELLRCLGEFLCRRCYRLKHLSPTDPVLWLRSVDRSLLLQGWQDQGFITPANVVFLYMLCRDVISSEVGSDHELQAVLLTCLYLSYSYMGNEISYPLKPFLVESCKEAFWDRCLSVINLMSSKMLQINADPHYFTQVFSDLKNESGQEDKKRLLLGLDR
SR-BI HDL uptake – blocks mouse SR-BI lipid uptake from DiI-HDL. Q61009. AID 488896. hit rate 0.96% among 320,000. ldlA[mSR-BI] CHO cells, DiI-HDL uptake fluorescence, 3 h. inhibition, % at 12.5 µM;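 active = mean replicate inhibition of at least 70% and a set share of replicates each scoring 70 or more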;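 note: 0% = median of neutral control wells and 100% = median of positive control wells; values of inactives mirror those of a sister screen read the other way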
Wnt bcat act – Wnt/beta-catenin pathway activation | Wnt/beta-catenin reporter cell assay, activator, plate reader | activation, % at 9.35 µM | hit rate 1.2% among 300,000; in the data active = activation above about 30%, passing the limit was not always enough;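 note: 0% = neutral control wells and 100% = positive control wells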
PvdQ acylase – P. aeruginosa PvdQ acylase inhibition; inhibition, % at 10 µM; hit rate 0.063% among 340,000; AID 488965; purified PvdQ acylase, fluorescence plate reader; in the data active = inhibition above about 30%, passing the limit was not always enough;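 note: 0% = vehicle neutral wells and 100% = reference inhibitor wells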
dFosB act – activators of mouse delta FosB homodimer; purified delta FosB, TAMRA-CDK5 oligo fluorescence polarization; percent of positive-control signal above neutral wells; hit rate 0.99% among 340,000; activation, % at 25 µM; P13346; AID 493131;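 active = mean activation above about 17%, with every replicate also reaching it, limit read from the data, passing the limit was not always enough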;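 note: fluorescence polarization rise as delta FosB binds a TAMRA Cdk5 AP-1 oligo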
NSD2 HMT inh – inhibitors of human histone methyltransferase NSD2; NSD2 peptide methylation, AlphaScreen, 120 min; inhibition, % at 12.5 µM; hit rate 0.54% among 310,000; AID 743445; in the data active = inhibition above about 50%
V-ATPase pHluor – regulators of yeast V-ATPase proton transport | AID 504577 | hit rate 0.37% among 350,000 | response, % at 10 µM | S. cerevisiae, pHLuorin cytosolic pH fluorescence; in the data active = response mostly above about 7.3%, no sharp cut-off; inactive = mostly below about 5.4%; note: actives read high; inactives centre near 0; some compounds called inactive have numbers as strong as hits; reference of the scale not given here
HTR5A ag ctr – HTR5A agonism, opioid heterodimer counter-screen; P47898; HTR5A agonist assay, luminescence, cell-based; activation, % at 9.3 µM; hit rate 0.61% among 340,000; AID 504692; in the data active = activation mostly above about 9.5%, no sharp cut-off; inactive = mostly below about 7.6%;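 note: 0% = cells with vehicle only and 100% = reference agonist; strong numbers were not always called active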
Target sequence (P47898 whole entry, looked up): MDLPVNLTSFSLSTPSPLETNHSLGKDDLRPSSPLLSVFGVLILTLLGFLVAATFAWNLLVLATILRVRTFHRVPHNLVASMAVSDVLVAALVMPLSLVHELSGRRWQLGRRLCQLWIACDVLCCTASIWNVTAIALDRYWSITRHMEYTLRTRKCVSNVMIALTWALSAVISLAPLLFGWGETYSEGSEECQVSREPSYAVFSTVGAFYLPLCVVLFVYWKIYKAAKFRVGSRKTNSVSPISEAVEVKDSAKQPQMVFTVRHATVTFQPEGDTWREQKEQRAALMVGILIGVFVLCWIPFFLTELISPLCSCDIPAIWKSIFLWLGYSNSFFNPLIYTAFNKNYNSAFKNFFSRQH
HTR5A inv ctr – HTR5A inverse agonism, opioid heterodimer counter-screen; P47898; HTR5A cell line, luminescence; inhibition, % at 9.3 µM; hit rate 0.083% among 340,000; AID 504634; in the data active = inhibition mostly above about 23%, no sharp cut-off; inactive = mostly below about 18%;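 note: 0% = cells with DMSO and 100% = no-cell wells with DMSO; some compounds called inactive have numbers as strong as hits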
MITF TRPM1 HTS – MITF TRPM1 promoter activation in melanoma cells | activation, % at 12.5 µM | hit rate 0.75% among 300,000 | SK-MEL-5 TRPM1-promoter luciferase, 24 h; % of positive control, neutral wells = 0;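 active = mean activation of at least 80% with every replicate also reaching 80%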;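 note: 0% = neutral control wells and 100% = parthenolide positive control wells; values of inactives mirror those of a sister screen read the other way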
* marks the source's active call; other numbers are inactive results; x = not tested or not shown.

Under each structure – CDK5 p35 inh, SR-BI HDL uptake, Wnt bcat act, PvdQ acylase, dFosB act, NSD2 HMT inh, V-ATPase pHluor, HTR5A ag ctr, HTR5A inv ctr, MITF TRPM1 HTS
Cc1ccc(CNC(=O)C2CC(c3cc(C(F)(F)F)cc(C(F)(F)F)c3)=NO2)o1 (centres undefined)
→ -0.4, 43, -13, 1, -6, x, 3, 1, -10, -15
CC(C)c1ccc(NC(=O)C(c2ccc3c(c2)OCO3)N2CCCCC2)cc1 (centres undefined)
→ -2.3, -11, -3, 5, -2, x, -1, -4, 12, x
Cc1nc2c(cc1NC(=O)c1ccccc1)nc(C)n2Cc1ccccc1
→ -1.7, -19, 0, -16, -5, 1, -4, 2, -7, x
Nc1ncc(S(=O)(=O)c2ccc(Cl)cc2)c(N)n1
→ 2.3, -13, 0, -13, -1, 1, 3, 1, -4, 1
CN(C)c1ccc(C2/C(=C(/O)c3ccc(Br)cc3)C(=O)C(=O)N2C)cc1 (centres undefined)
→ 2.1, 15, -2, -3, 5, -1, -4, 0, 0, -10
O=C(O)c1ccc(N/N=C/C(Br)=C/c2ccccc2)cc1
→ 4.0, x, 27, 14, 2, 0, 4, 5, 18, 60
CCCn1c(=O)c(C(=O)NNC(=O)c2ccccc2Cl)c(O)c2ccccc21
→ -0.3, -37, -2, -6, -9, 2, -3, -7, 16, -3
Cn1c(=O)c2c(nc(N/N=C/c3ccncc3)n2Cc2ccccc2)n(C)c1=O
→ 0.4, 27, 0, 0, -8, 5, -2, -5, -1, x
CCC(C)NC(=O)CSc1nc2cc3c(cc2c(=O)n1Cc1ccco1)OCO3 (centres undefined)
→ -1.0, 7, -2, -15, -1, -6, 0, -3, 7, -2
CC(=O)c1ccc(Oc2ncnc(N)c2[N+](=O)[O-])cc1
→ -0.4, -24, 1, -17, 1, 0, 3, 8, -33, -24
CC(SCc1nc2sc3c(c2c(=O)[nH]1)CCCC3)C(=O)Nc1ccccn1 (centres undefined)
→ -3.7, -17, 3, -4, -6, 1, 3, 5, -2, -2
COc1ccc(C2C(C#N)=C(/N=C/N3CCN(C)CC3)OC3=C2C(=O)CC(C)(C)C3)cc1 (centres undefined)
→ -1.2, -11, x, 11, 6, 12, -1, 8, -20, -1
CCSc1ccccc1C(=O)NCc1ccc(S(N)(=O)=O)cc1
→ 1.1, -4, x, -1, -3, -5, 1, -2, 2, 0
O=C(CCCC(=O)NCc1ccc(F)cc1)NCc1ccc(F)cc1
→ 0.5, 10, -2, -9, 2, 3, -3, -2, 5, 0
O=C1CC(c2cccc(Cl)c2)CC(O)=C1C=NCCCO (centres undefined)
→ -1.5, 5, -2, -9, -1, -2, 2, -1, -25, 3
CC(C)(C)c1ccc(C(=O)NN2C(=O)CSC2=S)cc1
→ -0.2, x, 4, -12, 3, 7, -1, 0, -3, -5
CN(C)c1ccc(/C=N/NC(=O)c2ccc(Cn3cc(Br)cn3)o2)cc1
→ -0.7, -7, 20, 6, -67, -4, 2, 3, -21, 55
Cc1cc(C(=O)NNS(=O)(=O)c2ccc(F)cc2)nn1C(C)(C)C
→ -0.4, -10, 1, -7, -6, -2, 2, 3, -8, -7
COc1ccc(C(=O)Nc2cccc3ccccc23)cc1
→ 1.1, 1, 0, -17, 6, -2, 1, 1, -4, x
Cc1cc(-n2c(=O)c(C#N)cc3c(=O)n4ccccc4nc32)no1
→ 0.1, -28, x, -21, -3, 3, 3, 1, -1, x
O=C(Nc1ccccn1)c1ccc(Br)s1
→ -0.3, -2, 0, -11, -18, 1, 1, -2, 6, x
O=C(O)Cn1nc(-c2ccc(Cl)cc2)ccc1=O
→ -0.4, -14, -2, -8, 4, 1, 0, 0, -1, 1
CCOC(=O)C1CCN(S(=O)(=O)c2ccc(OC)c(Cl)c2Cl)CC1
→ 1.2, -15, -1, -9, -9, -6, 2, 2, 2, -3
Cc1cccc(Oc2ccc(NC(=O)c3ccccc3C(=O)O)cc2)c1
→ -1.9, -4, 3, -5, -2, -3, -4, -1, -40, 8
Cc1nnc(NC(=O)CSc2nnc3ncccn23)s1
→ -0.9, -7, -2, 7, -2, -3, -1, -1, 2, -3
O=C(N/N=C/c1cc(Br)c(O)c(Br)c1)C1CC1
→ 0.3, -11, -4, -10, 1, 42, -2, 1, -4, -1
Cc1ccc(S(=O)(=O)Nn2c(C)ccc2C)cc1
→ -1.4, 17, -2, 11, -9, 19, -2, -3, 20, 0
N/C(=N\OC(=O)c1cccc(Cn2cc(C(F)(F)F)ccc2=O)c1)c1ccc(Cl)cc1
→ 2.1, 44, 0, -13, -20, -8, 0, x, x, x
CCCCn1c(N)c(N(CCOC)C(=O)CCCc2cccs2)c(=O)[nH]c1=O
→ 2.4, -2, -2, -6, -7, -1, -1, -2, 2, -7
Cc1ccc(C(=O)COC(=O)COc2ccccc2O)cc1C
→ 0.2, -15, 1, -8, -7, 0, 1, 1, 15, -4
COc1ccc(C(=O)OCCCN(C)C)cc1OC
→ -1.1, -42, -4, -3, -5, 0, 0, 0, -5, -9
Cc1nnc(NC(=O)Oc2ccccc2)s1
→ -2.0, -13, x, -19, -3, -2, -1, -1, -6, -1
C/C(=N\NC(=O)c1ccccc1[N+](=O)[O-])c1ccc(Br)s1
→ 1.6, 5, 0, -10, -4, 3, -2, -1, -1, -7
CCCN(CCC)C(=O)Cn1ccc(=N)c2ccccc21
→ 2.1, -1, x, 0, -2, 6, 1, 4, -8, -5
CCOC(=O)C1CCN(C(=O)COC(=O)/C=C/c2ccccc2)CC1
→ -0.5, 6, 0, 0, 2, -1, 9.4*, 0, -2, -1
C=CCn1cc(Cl)cc(C(=O)Nc2ccccc2)c1=O
→ 0.0, 8, 3, -3, -9, -1, 2, -1, 2, 32
CCN(CC)CCN1C(=O)C(=O)/C(=C(/O)c2ccc(Cl)cc2)C1c1ccncc1 (centres undefined)
→ -0.7, 6, -3, -10, -5, 1, -3, 3, 0, 7
CCOc1ccc(NC(=O)COC(=O)CC2CC3CCC2C3)cc1 (centres undefined)
→ -0.3, -8, -2, -2, -1, 0, 0, 3, -9, 0
Cc1n(CC(=O)c2ccc(F)cc2)c2ccccc2[n+]1C
→ 1.5, -11, x, 7, -8, -5, 4, 0, 0, -19
O=C(NCc1ccccn1)c1cc(-c2ccccc2)on1
→ -5.9, -7, x, -13, -5, -3, 3, 5, 14, 49
O=C(N/N=C/c1c(O)ccc2ccccc12)c1ccc(Br)o1
→ -1.6, 124*, -4, -17, 30*, -1, 3, 4, -16, -58
COc1ccccc1NC(=O)CNc1ccc(F)c(Cl)c1
→ 1.1, -22, -3, -17, 0, -2, -1, 1, -11, -1
COCC(=O)NC1CCN(C(=O)NCc2ccccc2)CC1
→ -0.9, -22, -2, -14, -6, -4, -1, -2, -6, x
Oc1ccccc1N=Cc1ccc[nH]1
→ -2.1, -35, 11, 3, 1, 5, -1, 1, 22, -21
Cc1ccc(-n2cc(C(C)(C)C)[nH]c2=S)cc1
→ 1.6, -27, 10, -6, -3, x, 7, 3, -3, x
Cc1ccc(OCC2Cn3c(nc4c3c(=O)n(C)c(=O)n4C)O2)cc1 (centres undefined)
→ 0.2, 9, -2, -6, -6, 1, -1, 8, -1, 2
CCn1c(CNC(=O)c2ccco2)nnc1SCC(=O)Nc1cc(C(F)(F)F)ccc1Cl
→ 0.9, 12, -3, -14, -4, 0, -3, -1, 16, -4
C=Cc1ccc2c(c1)OCCOCCOCCOCCOCCO2
→ 0.6, x, -2, -17, -1, -1, -3, 3, -9, -13
COCCNC(=O)/C(C#N)=C/c1c(N2CCN(C)CC2)nc2ccccn2c1=O
→ -1.3, -32, 1, -7, -4, 4, 0, 5, -17, 9
COc1ccc(OC)c(/C(C)=N/Nc2ccc(C(=O)O)cc2)c1
→ -2.0, -33, -4, -14, -1, 5, 1, -5, 13, 2

(next part)
Under each structure – CDK5 p35 inh, SR-BI HDL uptake, Wnt bcat act, PvdQ acylase, dFosB act, NSD2 HMT inh, V-ATPase pHluor, HTR5A ag ctr, HTR5A inv ctr, MITF TRPM1 HTS
COc1cccc(OCC(=O)NC2CCCCCC2)c1
→ -10, -13, 9, -7, 0, -1, -1, -5, 13, 18
Cc1nc(NCCCN2CCOCC2)c2oc3ccccc3c2n1
→ 0.9, 4, x, -13, -14, -3, 1, 2, -11, 6
O=C(Nc1ccncc1)Nc1ccc(F)cc1F
→ -0.5, -12, 1, -7, -15, 16, 1, 2, 6, 17
CN1CC(=O)N2[C@H]3c4ccccc4OC[C@@H]3[C@H](c3ccccc3)[C@]2(C)C1=O
→ 2.2, 6, 1, -11, -2, x, -2, 6, 3, -3
NNc1nnc(-c2ccccc2)c(-c2ccccc2)n1
→ 4.0, -9, x, 7, -1, -3, -6, 4, -9, -1
COc1cc(OC)c(CN2CCC(Cc3ccccc3)CC2)cc1Br
→ 0.5, 4, -1, -10, -7, 1, -3, 0, 0, 7
C/C(=N\OC(=O)c1cccc(C)c1)c1sc(-c2ccccc2)nc1C
→ 4.4, 19, x, 22, -7, -1, -5, 7, -19, 59
CCCCc1cc(=O)oc2cc(OCC(=O)N[C@@H](Cc3ccccc3)C(=O)O)ccc12
→ -0.9, 11, -2, 7, -4, x, -2, 4, 0, -2
CCOc1ccc(NC(=S)Nc2cccc3cnccc23)cc1
→ -1.7, 22, 6, -11, -3, 14, -1, 0, 17, -23
CCOC(=O)C1=C(C)N=c2s/c(=C/c3ccc(OCC(=O)O)cc3)c(=O)n2C1c1ccc(F)cc1 (centres undefined)
→ 2.1, 20, -1, -11, -9, 0, 1, 4, -14, 7
CCCCCCn1cc(C(=O)O)c(=O)c2ccccc21
→ -1.3, -13, x, -6, -4, 0, 9, -1, 4, -8
CCc1ccc2c(CN3CCN(S(=O)(=O)c4cccs4)CC3)cc(=O)oc2c1
→ 0.2, 11, x, 13, -15, -2, 2, 6, 12, -5
CCOc1cc(CNn2cnnc2)cc(Br)c1OCC(=O)NC(C)(C)C
→ -1.1, -18, 1, -17, -3, -2, 3, 0, -1, -1
CCC(C)c1nc2ccsc2c(N2CCOC2=O)c1-c1ccccc1 (centres undefined)
→ -1.8, -24, 0, 4, 1, x, -3, 3, -9, 4
Cc1ccc(C(=O)NC2(C(F)(F)F)NC(=O)N(c3ccc(Cl)cc3)C2=O)cc1 (centres undefined)
→ -2.4, -4, x, -19, -1, -1, -6, 2, 26, -6
COc1ccc([N+](=O)[O-])cc1NC(=O)c1ccc(CN(c2ccc(C)c(C)c2)S(C)(=O)=O)cc1
→ 0.4, 43, -4, 3, -4, -32, 4, 2, -6, -4
C=C(C)COC(=O)C1CC2OC2CC1C(=O)OCC(=C)C (centres undefined)
→ -1.6, -11, -7, -20, -4, 0, -1, 2, -5, 8
O=C(Nc1cccc(C(=O)N2CCN(Cc3ccccc3)CC2)c1)c1ccccc1
→ -0.6, 47, -1, -12, -8, 2, 12, -2, -25, 0
CSCc1c(C(=O)NC2CCCc3ccccc32)oc2ccccc12 (centres undefined)
→ 0.0, -10, 1, -3, -6, 3, -8, 1, -36, -3
CC(C)(C)c1ccc(C(=O)CCC(=O)NCc2ccccc2)cc1
→ -0.7, -9, 10, -3, -12, 1, 2, 1, -3, -7
COc1ccc(NC(=O)CN2C(=O)CSc3ncccc32)cc1
→ -0.9, 3, 3, -9, 3, x, 6, -5, 14, 0
NC(=O)c1cc2n(n1)C(C(F)(F)F)CC(c1ccco1)N2 (centres undefined)
→ 2.4, -16, -1, -17, -3, 1, 9, -3, 15, 3
CCc1ccc(CN2CCC(n3nccc3NC(=O)c3ccc4c(c3)OCO4)CC2)cc1
→ -0.8, 19, 11, 9, -9, 5, -1, 1, 3, 8
Nc1cc(-c2ccccc2)nn1Cc1ccccc1
→ 1.6, 1, 24, -7, -4, 0, 0, 0, -1, -5
Cc1ccc(NC(=S)N2CCCC2)cc1C
→ 0.9, -19, -1, -5, 4, -1, 6, 7, -26, 24
